Assay outcomes as filed in PubChem.
hcGAS inh: Primary biochemical luminescence assay for human cyclic GMP-AMP synthase inhibitors. Q8N884. recombinant h-cGAS, ATP depletion, Kinase-Glo luminescence. inhibition, % at 12.5 µM. actives 0.081% (n = 290,000). AID 1259398, 2018;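 note: 0% = vehicle reaction and 100% = reaction without DNA for no activity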
Target sequence (Q8N884 whole entry, looked up): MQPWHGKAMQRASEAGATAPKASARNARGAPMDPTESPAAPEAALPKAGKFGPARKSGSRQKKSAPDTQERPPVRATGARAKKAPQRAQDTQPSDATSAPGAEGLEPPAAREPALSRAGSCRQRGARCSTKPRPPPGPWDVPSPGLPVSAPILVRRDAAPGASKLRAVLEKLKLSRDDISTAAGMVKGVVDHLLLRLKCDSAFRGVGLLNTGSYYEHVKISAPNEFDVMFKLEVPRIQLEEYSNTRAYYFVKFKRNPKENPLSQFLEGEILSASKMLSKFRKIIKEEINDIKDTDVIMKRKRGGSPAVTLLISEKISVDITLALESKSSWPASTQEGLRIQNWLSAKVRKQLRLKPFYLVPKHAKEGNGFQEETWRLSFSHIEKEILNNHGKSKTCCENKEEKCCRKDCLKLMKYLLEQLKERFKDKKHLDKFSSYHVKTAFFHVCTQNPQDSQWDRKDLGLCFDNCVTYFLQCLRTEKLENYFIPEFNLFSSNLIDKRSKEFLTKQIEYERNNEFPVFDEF
NPYLR7 ag: agonists of mosquito NPYLR7 receptor, primary screen, cell-based, Aedes aegypti, calcium fluorescence, mosquito biting behavior | Aedes aegypti neuropeptide Y-like receptor 7 (NPYLR7) | HEK293T NPYLR7/Galpha15, GCaMP6s calcium fluorescence | activation, % at 10 µM | actives 0.15% (n = 270,000) | AID 1259423, 2018; in the data active = activation above about 40%;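 note: 0% = vehicle and 100% = reference agonist at the receptor; some compounds past the cut are filed as inactive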
mcGAS lum: cyclic GMP-AMP synthase inhibitors, mouse, primary biochemical chemiluminescence | Q8C6L5 | recombinant cGAS, Kinase-Glo ATP depletion luminescence | inhibition, % at 12.5 µM | actives 0.15% (n = 160,000);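 note: 0% = negative control wells and 100% = reference inhibitor with no enzyme activity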
Numbers without * were called inactive; . = not tested or not shown; & = joins results of further samples. Cut-off read from the data, not from the text of the source, unless noted: active = inhibition above about 40%; inactive = the rest.

The line under a structure holds: hcGAS inh, NPYLR7 ag, mcGAS lum
- CCOC(=O)Cn1c(C2CC(=O)N(CC)C2)nc2ccccc21 (stereo unspecified)
→ 10, 3, 2
- O=C(Nc1cccc(Cl)c1)Nc1cccc(Cc2nc3ccccc3o2)c1
→ 3, ., -6
- CC(C)C(NS(=O)(=O)c1ccc(S(=O)(=O)N2CCCCC2)cc1)c1nccn1C (stereo unspecified)
→ -12, 9, .
- CCCCC1C=CCN1C(=O)c1c(O)cccc1O (stereo unspecified)
→ -8, 4, .
- Cc1cc(=O)n(CC(=O)N2CCCC(O)(CN(C)C)C2)nc1C (stereo unspecified)
→ 0, 3, -2
- COc1ccc2c(Oc3ccc(NC(=O)c4c(C)n(CC(C)(C)O)n(-c5ccccc5)c4=O)nc3)ccnc2c1
→ -6, 4, -9
- COc1ccc(NC(=O)CCN2C(=O)NC3(CCCC3)C2=O)cc1S(=O)(=O)N(C)C
→ -2, 15, .
- O=C1C2OCC(O2)C2C1[C@H]2C(=O)c1ccc(Cl)cc1 (stereo partly specified)
→ -2, 17, .
- CN(Cc1nc(-c2cnccn2)no1)CC1(N2CCOCC2)CCCCC1
→ -9, 0, -10
- Cc1ccc(CNC(=O)c2ccc(Nc3cc(Nc4ccc5ncsc5c4)nc(N)n3)cc2)o1
→ 1, 2, 5
- COc1cc(C)ccc1S(=O)(=O)NC(=O)C1(C)CCN1C(=O)c1cccc2ccccc12 (stereo unspecified)
→ -7, 5, .
- Oc1oc(-c2ccccc2)nc1C=Nc1ccccc1
→ -5, -3, .
- O=S(=O)(NCCN1CCCC1Cc1ccccc1)c1ccccc1 (stereo unspecified)
→ -11, 0, .
- CSCCCNC(=O)c1c(C)noc1-c1ccco1
→ -7, -5, -4
- S=c1[nH]nc(-c2c[nH]c3ccccc23)o1
→ 25, 4, 12
- Cc1c(S(=O)(=O)NC2CCCCC2)c(=O)n(C)c(=O)n1C
→ -5, -1, -8
- O=C1CCC([N+](=O)[O-])C(c2ccc(-c3ccccc3)cc2)N1 (stereo unspecified)
→ -2, -9, .
- O=C(Nc1ccncc1)c1nnn(-c2ccc(F)cc2)c1C(F)(F)F
→ -9, -7, -18
- COc1cccc(SC(C)C(=O)NC2CCCC2)c1 (stereo unspecified)
→ -2, 9, .
- Cc1cccc(C(=O)N2C(C(=O)NCc3ccc4c(c3)OCO4)COC23CCN(C(=O)CC(C)C)CC3)c1 (stereo unspecified)
→ 0, 2, -3
- O=C(c1ccco1)N1CCC(NS(=O)(=O)c2c(Cl)cccc2Cl)CC1
→ -6, 3, .
- Nc1ccc(C(F)(F)F)cc1[N+](=O)[O-]
→ -6, -1, .
- Cc1cccc2c1C(=O)NC1(CCN(C(=O)c3ccc(F)cc3)CC1)N2
→ -3, 7, -5
- Cn1cc(I)c(C(=O)NC(=S)N2CCSCC2)n1
→ 3, 1, .
- CC(=O)Oc1ccccc1Cn1c(C)c(C(=O)NCc2ccc3c(c2)OCO3)sc1=O
→ -4, 10, .
- Cc1cc(C)c2nc(N(CCN(C)C)C(=O)c3ccco3)sc2c1
→ -3, -1, -6
- CCN(Cc1ccc(F)cc1)C(=O)CC(=O)Nc1ccc(C)cc1
→ -3, -7, .
- CCN1CCN(S(=O)(=O)c2c[nH]c(=O)[nH]c2=O)CC1
→ -5, -10, -7
- COC(=O)c1ccc(CN2CCCC(C(=O)Nc3ccc(-c4ccn[nH]4)cc3)C2)cc1 (stereo unspecified)
→ 2&-9, 6&8, -11
- CN(Cc1ccc2c(c1)OCCO2)C(=O)c1cc(C2CC2)nn1C(C)(C)C
→ 1, -9, .

5 entries from above, ordered by SMILES length, falling.
The line under a structure holds: hcGAS inh, NPYLR7 ag, mcGAS lum
- COC(=O)c1ccc(CN2CCCC(C(=O)Nc3ccc(-c4ccn[nH]4)cc3)C2)cc1 (stereo unspecified)
→ 2&-9, 6&8, -11
- CN(Cc1nc(-c2cnccn2)no1)CC1(N2CCOCC2)CCCCC1
→ -9, 0, -10
- CCN1CCN(S(=O)(=O)c2c[nH]c(=O)[nH]c2=O)CC1
→ -5, -10, -7
- O=C1C2OCC(O2)C2C1[C@H]2C(=O)c1ccc(Cl)cc1 (stereo partly specified)
→ -2, 17, .
- S=c1[nH]nc(-c2c[nH]c3ccccc23)o1
→ 25, 4, 12

Additional records
The line under a structure holds: hcGAS inh, NPYLR7 ag, mcGAS lum
- O=C(CCc1cccc(F)c1)N(Cc1ccccn1)CC1CCCO1 (stereo unspecified)
→ -4, ., -3
- CC1CCc2c(sc(NS(=O)(=O)c3cccc(C(F)(F)F)c3)c2C(N)=O)C1 (stereo unspecified)
→ 7, -1, .
- Cn1nc2c(c1NC(=O)c1cccc(N3C(=O)CCC3=O)c1)CCC2
→ -10, 4, .
- COc1cccc(C(=O)Nc2cccc(-c3nc4cc(C)ccc4o3)c2)c1
→ -2, -7, -7
- O=[N+]([O-])C1=Cc2ccccc2OC1c1ccc2c(c1)OCO2 (stereo unspecified)
→ 5, 7, .
- COc1cc(CNC(=O)c2ccc(Br)o2)cc(OC)c1OC
→ -15, 24, .
- COc1ccc(C(=O)NC2CCC(NC(=O)[C@H]3CCCN3S(=O)(=O)/C=C/c3ccccc3)CC2)cc1 (stereo partly specified)
→ -7, ., -11
- C=CCNc1nc(C(=O)O)cs1
→ -5, 3, .
- Cc1ccc(-c2ccnc(NCC(C)N3CCN(C)CC3)n2)c(C)n1 (stereo unspecified)
→ -2, -1, .
- O=C(NCCNC(=O)C1CCN(C(=O)c2ccccc2Cl)CC1)c1ccccc1
→ -3, 1, -2
- O=C1NC(=Nc2ccccc2)S/C1=C\c1ccc(-c2ccc(Cl)cc2)o1
→ 6, -2, 2
- COCCNC(=O)C(NC(=O)c1cccc(OC)c1)C1CCN(C(=O)c2ccc(Cl)cc2)CC1 (stereo unspecified)
→ 0, -5, 1
- O=C1CC(C(F)(F)F)N(C(=O)CN2CCN(c3ccc(O)cc3)CC2)c2ccccc2N1 (stereo unspecified)
→ 0, 3, .
- COC(=O)c1ccc(C)c(-n2c(N)c(C(=O)NCc3ccccc3)sc2=S)c1
→ -6, 8, -10
- Cc1ccc(C(NC(=O)Cc2nc(C)sc2C)c2ccncc2)cc1 (stereo unspecified)
→ -6, -3, -10
- COc1ccc(N2CCCN(C(=O)c3cc(Cl)c[nH]3)CC2)cc1
→ -6, -9, .
- CCCC12CN(C(=O)CCC(=O)c3ccc(SC)cc3)CC1C(=O)NC(=O)N2 (stereo unspecified)
→ -1, -4, -5
- Cc1ccc(/C=N\Nc2nnc(C)n2N)cc1
→ 0, -17, .
- COc1ccc(OC)c(C2NC(=O)CCC2[N+](=O)[O-])c1 (stereo unspecified)
→ 0, -7, .
- Cc1nc(C)c(CNc2ccn(CCc3ccncc3)n2)s1
→ -6, 4, .
- C=CCc1c(NCCO)nc(C)[nH]c1=O
→ 1, 2, 0
- CN1CCCn2nc(C(=O)NCCn3nnc4ccccc43)cc2C1
→ 1, 5, -15
- Cc1cc(NS(=O)(=O)c2ccc(C(=O)O)cc2C)ccc1C(=O)O
→ -8, -8, -7
- CCOC(=O)CCC(=O)N(Cc1c(C)nn(-c2cccc(F)c2)c1N1CCN(C(C)C)CC1)C(C)C
→ -4, 1, -4
- COCCNC(=O)CN1Cc2ccc(Nc3cc(C)nn3C)nc2C1=O
→ -6, 2, -5
- CCOC1(OCC)C(c2ccccc2OC)C(C#N)(C#N)C1(OCC)OCC (stereo unspecified)
→ 9, 4, .
- CC(=O)Nc1cccc(C(=O)Nc2ccc(S(=O)(=O)NC(C)C3CC4CCC3C4)cc2)c1 (stereo unspecified)
→ -8, -1, .
- COc1cc(CN2C(=O)NC3(CCCCCC3)C2=O)ccc1OC(F)F
→ -6, 4, .
- Cc1cccc(NS(=O)(=O)c2cc(S(C)(=O)=O)ccc2Cl)c1C
→ -6, 5, .
- O=C(NCc1ccccc1F)C(C1CCCC1)N1CCN(C(=S)Nc2ccc(F)cc2)CC1 (stereo unspecified)
→ 0, -13, -3

Whole records, quoted from the list. Screens in order: hcGAS inh | NPYLR7 ag | mcGAS lum
CCOC(=O)CCC(=O)N(Cc1c(C)nn(-c2cccc(F)c2)c1N1CCN(C(C)C)CC1)C(C)C is listed with -4 | 1 | -4
COc1ccc(N2CCCN(C(=O)c3cc(Cl)c[nH]3)CC2)cc1 is listed with -6 | -9 | .
CC1CCc2c(sc(NS(=O)(=O)c3cccc(C(F)(F)F)c3)c2C(N)=O)C1 (stereo unspecified) is listed with 7 | -1 | .
Cc1ccc(-c2ccnc(NCC(C)N3CCN(C)CC3)n2)c(C)n1 (stereo unspecified) is listed with -2 | -1 | .

Exported with tabs: part of the list above
compound	hcGAS inh	NPYLR7 ag	mcGAS lum
O=[N+]([O-])C1=Cc2ccccc2OC1c1ccc2c(c1)OCO2 (stereo unspecified)	5	7	.
COc1cc(CNC(=O)c2ccc(Br)o2)cc(OC)c1OC	-15	24	.
COc1ccc(C(=O)NC2CCC(NC(=O)[C@H]3CCCN3S(=O)(=O)/C=C/c3ccccc3)CC2)cc1 (stereo partly specified)	-7	.	-11
C=CCNc1nc(C(=O)O)cs1	-5	3	.
Cc1ccc(-c2ccnc(NCC(C)N3CCN(C)CC3)n2)c(C)n1 (stereo unspecified)	-2	-1	.
O=C(NCCNC(=O)C1CCN(C(=O)c2ccccc2Cl)CC1)c1ccccc1	-3	1	-2

Following part:
Structure: N=C1c2c(cc(=O)n3c2[nH]c2ccccc23)CN1Cc1ccco1
- hcGAS inh: -3
- NPYLR7 ag: 1
- mcGAS lum: .
Structure: CC(O)CC(C)CNC(=O)c1ccc(S(=O)(=O)C(F)(F)F)cc1 (stereo unspecified)
- hcGAS inh: 6
- NPYLR7 ag: -3
- mcGAS lum: -2
Structure: COc1ccc(C(C)(NC(C)=O)c2nc(-c3cccc4cccnc34)cs2)cc1 (stereo unspecified)
- hcGAS inh: -11
- NPYLR7 ag: 6
- mcGAS lum: .
Structure: O=C(c1cc2n(n1)CCNC2)N1CCCC(OCc2ccccn2)C1 (stereo unspecified)
- hcGAS inh: -4
- NPYLR7 ag: 3
- mcGAS lum: .
Structure: O=C(Nc1cccc(Cc2ccccc2)c1)Nc1ccc2nc([C@@H]3O[C@H](CO)[C@@H](O)[C@H](O)[C@H]3O)[nH]c2c1
- hcGAS inh: -3
- NPYLR7 ag: 16
- mcGAS lum: -4
Structure: COCCCNC(=O)c1nn(C)c2c1CN(C(=O)Cc1c(C)[nH]c3c(F)cccc13)CC2
- hcGAS inh: -20
- NPYLR7 ag: 20
- mcGAS lum: -8
Structure: COc1ccc(C(=O)NC(Cc2ccccc2)C(=O)Nc2nnc(-c3cccc(Br)c3)s2)cc1 (stereo unspecified)
- hcGAS inh: -9
- NPYLR7 ag: -5
- mcGAS lum: -5
Structure: CN(C)c1nc2c(c(N(C)C)n1)CCN(C(=O)[C@@H](N)c1ccccc1)C2
- hcGAS inh: -6
- NPYLR7 ag: 8
- mcGAS lum: -12
Structure: COc1ccc(N(C2C=CS(=O)(=O)C2)S(=O)(=O)c2ccc(F)cc2)cc1 (stereo unspecified)
- hcGAS inh: -3
- NPYLR7 ag: 5
- mcGAS lum: .
Structure: N#Cc1ccc(COC(CN2CCN(C(=O)c3ccc(Br)cc3)CC2)c2cccc(N3CCCC3)c2)cc1 (stereo unspecified)
- hcGAS inh: -6
- NPYLR7 ag: .
- mcGAS lum: -8
Structure: C[C@H]1C(O)[C@@]23CCC4C5(C=[N+](CCO)C[C@]4(C)CCC5)C2C[C@@H]1C3 (stereo partly specified)
- hcGAS inh: 2
- NPYLR7 ag: 2
- mcGAS lum: -4
Structure: CCC1(CC)CN(C(=O)c2ccc(CC3CCCNC3)cc2)CCO1 (stereo unspecified)
- hcGAS inh: 0
- NPYLR7 ag: 0
- mcGAS lum: 0
Structure: CCc1nc2sc3c(NCCN(C)C)ncnc3c2c2c1CCCC2
- hcGAS inh: -4
- NPYLR7 ag: 3
- mcGAS lum: .
Structure: COc1ccc(CC2CCN(C(=O)c3ccco3)CC2)cc1
- hcGAS inh: -5
- NPYLR7 ag: 0
- mcGAS lum: -7
Structure: CCOC(=O)c1cc(C(C)c2ccccc2)sc1NC(=O)c1ccco1 (stereo unspecified)
- hcGAS inh: -3
- NPYLR7 ag: 0
- mcGAS lum: -5
Structure: O=C(c1cccc(Cn2cccn2)c1)N1CC(c2ccncc2)C1
- hcGAS inh: -2
- NPYLR7 ag: 3
- mcGAS lum: .
Structure: COc1ccc(C)cc1-n1ccc(C(=O)Nc2ccc(N3CCCCC3)cn2)n1
- hcGAS inh: -8
- NPYLR7 ag: 0
- mcGAS lum: -16
Structure: O=C(c1ccc(Cl)c(Cl)c1)N1CCC(c2ccccc2)CC1
- hcGAS inh: -5
- NPYLR7 ag: -2
- mcGAS lum: -3
Structure: CC1CN(CC(=O)NCC(=O)N2CCCC2)c2ccc(F)cc2O1 (stereo unspecified)
- hcGAS inh: -8
- NPYLR7 ag: -6
- mcGAS lum: -16
Structure: CC(C)(C)CC(=O)Nc1nc(-c2cc(F)ccc2F)cs1
- hcGAS inh: 2
- NPYLR7 ag: 1
- mcGAS lum: .
Structure: COCCCN1C(=O)c2ccc3c(=O)n4c5ccccc5nc4c4ccc(c2c34)C1=O
- hcGAS inh: -1
- NPYLR7 ag: -5
- mcGAS lum: 0
Structure: Cc1nn(C)c(Cl)c1CN1CCC(c2ccnc(-c3ccncc3)c2)C1 (stereo unspecified)
- hcGAS inh: 3
- NPYLR7 ag: 17
- mcGAS lum: -17
Structure: CCCc1cc(C(=O)NCc2cccnc2N(C)C)ccn1
- hcGAS inh: -4
- NPYLR7 ag: 3
- mcGAS lum: .
Structure: CCC1CC(C)CN1C(=O)C1CSC(=O)N1 (stereo unspecified)
- hcGAS inh: -9
- NPYLR7 ag: 6
- mcGAS lum: .
